rCAG RNA binder = molecules binding r(CAG) RNA repeats; r(CAG) RNA repeat, TO-PRO-1 dye displacement fluorescence; 1.3% of 370,000 active; inhibition, % at 3 µM;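 active = inhibition above the plate cutoff, the mean of all test compounds on that plate plus 3 SD, cut at about 35% in these data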;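 also: 0% = DMSO alone and 100% = 100 µM mitoxantrone as full dye displacement; higher means more dye released from RNA so lower well fluorescence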
FXN GAA850 act = increases GAA850 frataxin promoter reporter activity; HEK293 lucGAA850 FXN promoter luciferase reporter, 24 h; percent of 10 µM SAHA response; activation, % at 6 µM; 0.56% of 360,000 active; AID 540364;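 active = activation above the average of all compounds screened plus 3 SD, cutoff fixed separately per campaign, cut at about 7.5% in these data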;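 also: 0% = DMSO wells and 100% = 10 µM SAHA wells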
DDE Tn6 FP inh = disrupts Tn6 cyclic peptide binding to fibrin D-Dimer-E complex; 0.21% of 370,000 active; P02675; inhibition, % at 8.3 µM; Fibrin DD(E) TRITC-Tn6 fluorescence polarization displacement;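 active = inhibition above a per-campaign cutoff: mean of compounds within control limits plus 3 SD, cut at about 15% in these data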;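 also: 0% = median of all compound wells on the plate and 100% = blocking peptide control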
ADAM10 inh = inhibitors of human ADAM10 | recombinant ADAM10, EDANS/DABCYL FRET peptide cleavage, 3 h | 0.62% of 370,000 active | inhibition, % at 7 µM;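 active = inhibition above a per-campaign cutoff equal to the mean of compounds falling between control-based bounds plus 3 SD, cut at about 20% in these data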;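 also: 0% = DMSO wells while the 100% control is not disclosed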
NPR2 activator = GC-B (human) receptor activation | AID 1920062 | activation, % at 10 µM | 0.11% of 370,000 active | P20594 | HEK293-GC-B cells, CNP EC30, cGMP TR-FRET; 0% at EC30 CNP, 100% saturating CNP;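 active = activation at 10 µM reaching about 35% in either raw or pattern-adjusted values, limit read from the data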
Target sequence (P20594 whole entry, looked up): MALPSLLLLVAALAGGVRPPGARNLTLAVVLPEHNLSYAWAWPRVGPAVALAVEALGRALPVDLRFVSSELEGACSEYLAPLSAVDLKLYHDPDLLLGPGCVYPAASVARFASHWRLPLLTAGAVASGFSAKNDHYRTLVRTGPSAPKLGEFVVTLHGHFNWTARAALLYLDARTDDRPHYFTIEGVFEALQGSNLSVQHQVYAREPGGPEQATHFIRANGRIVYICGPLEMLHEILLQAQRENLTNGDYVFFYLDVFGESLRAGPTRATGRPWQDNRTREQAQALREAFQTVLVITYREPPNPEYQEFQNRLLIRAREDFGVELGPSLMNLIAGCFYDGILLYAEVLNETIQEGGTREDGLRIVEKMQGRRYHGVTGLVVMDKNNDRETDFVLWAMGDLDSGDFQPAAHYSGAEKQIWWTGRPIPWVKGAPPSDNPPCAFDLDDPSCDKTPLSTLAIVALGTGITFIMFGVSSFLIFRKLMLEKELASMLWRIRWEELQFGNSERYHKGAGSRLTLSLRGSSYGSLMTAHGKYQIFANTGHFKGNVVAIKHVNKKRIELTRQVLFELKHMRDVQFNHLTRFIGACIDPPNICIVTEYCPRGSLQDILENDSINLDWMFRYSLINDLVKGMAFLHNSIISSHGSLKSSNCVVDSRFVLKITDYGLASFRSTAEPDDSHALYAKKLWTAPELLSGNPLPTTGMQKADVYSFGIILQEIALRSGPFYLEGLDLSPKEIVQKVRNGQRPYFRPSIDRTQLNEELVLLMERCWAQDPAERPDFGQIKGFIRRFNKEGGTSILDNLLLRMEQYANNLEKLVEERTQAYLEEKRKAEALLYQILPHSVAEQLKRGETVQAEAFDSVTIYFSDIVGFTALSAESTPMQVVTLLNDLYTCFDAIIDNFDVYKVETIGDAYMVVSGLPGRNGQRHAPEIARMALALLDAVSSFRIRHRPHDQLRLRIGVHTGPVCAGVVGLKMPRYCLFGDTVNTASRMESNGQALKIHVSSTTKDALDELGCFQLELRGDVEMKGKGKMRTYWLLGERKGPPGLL
KLK7 zymogen act = activates the human kallikrein-7 zymogen | activation, % at 7 µM | purified proKLK7, EDANS-DABCYL substrate fluorescence; 100% is mature enzyme control, 0% vehicle | P49862 | 0.9% of 370,000 active;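 active = activation above the mean of all tested compounds plus 3 SD, computed per campaign excluding outliers beyond control limits, cut at about 13% in these data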
HGIII-sPLA2 inh = Inhibits HGIII-sPLA2 liposome hydrolysis, primary screen | Q9NZ20 | QFRET BODIPY PC-A2 liposome hydrolysis, fluorescence | inhibition, % at 12.2 µM | 0.56% of 370,000 active;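 active = inhibition above mean plus 3 SD of compounds lying within the high and low control bounds, cut at about 19% in these data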;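 also: 0% = median of test compound wells and 100% = no enzyme DMSO wells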
ASAP1 GAP inh = ASAP1 ArfGAP inhibition; inhibition, % at 16.5 µM; ASAP1-stimulated ARF1 GTP hydrolysis, GDP FP detection; AID 624377; 0.19% of 360,000 active; Q9ULH1; in the data active = inhibition above about 25%;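 also: 0% = vehicle with enzyme and substrate and 100% = no enzyme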
NPR1 activator = GC-A (human) enzyme activation | P16066 | HEK293 GC-A cells, cGMP TR-FRET, EC30 ANP; 0% at EC30 ANP, 100% saturating ANP | activation, % at 10 µM | 0.14% of 370,000 active | AID 1671463; in the data active = activation above about 40%
ARFGAP1 inh = inhibitors of rat ARFGAP1; Arfgap1-stimulated ARF1 GTP hydrolysis, GDP FP detection; inhibition, % at 16.5 µM; 0.26% of 360,000 active;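 active = inhibition above a per-plate limit, mean inhibition of low control wells plus 3 SD, cut at about 25% in these data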;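 also: 0% = DMSO wells with enzyme and 100% = wells lacking Arfgap1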
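material = rat Arfgap1 catalytic domain, aa 1-136 | also added = human ARF1(Δ1-17)-GTP substrate | compound dosing = one concentration, 16.5 µM, DMSO 1.26% | times = GTP hydrolysis reaction 2 h at 25 °C | measured by = FP, GDP Alexa 633 tracer displaced from anti-GDP antibody, 620/688 nm | evaluation = percent inhibition of Arfgap1-stimulated GTP hydrolysis | replication = single well per compound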
* marks the source's active call; other numbers are inactive results; x = not tested or not shown.

SMILES	rCAG RNA binder	FXN GAA850 act	DDE Tn6 FP inh	ADAM10 inh	NPR2 activator	KLK7 zymogen act	HGIII-sPLA2 inh	ASAP1 GAP inh	NPR1 activator	ARFGAP1 inh
CC(=O)NC(Cc1cc(C)ccc1C)C(=O)N1CCN(C(=O)c2ccc([N+](=O)[O-])cc2)CC1 (stereo not drawn)	-7	-0.8	0	-3	1	0.3	-4	5	-5	-9
COc1ccc(N2CCN(C3CCCN(Cc4cccc(C)c4)C3)CC2)cc1 (stereo not drawn)	-10	-0.6	0	5	3	0.3	1	-8	-2	-11
CCOC(=O)C1CCN(C(=O)CCNC(=O)c2ccccc2OC)CC1	-5	0.9	7	-1	-4	0.1	2	7	-2	7
Nc1ccn(Cc2ccccc2)n1	3	1.3	8	-2	-1	0.1	1	-8	2	10
CCC(C)NC(=O)CSc1nc2c(sc3ccccc32)c(=O)n1CCCN1CCOCC1 (stereo not drawn)	0	1.2	3	-13	-3	-0.3	8	6	-4	-8
CC(=O)Nc1ccc(C(=O)N/C(=C\c2ccccc2)C(=O)Nc2cccc(C(=O)O)c2)cc1	8	0.3	-4	3	4	0.3	-2	-5	2	-10
COc1cccc(NC(=O)CN(C)S(=O)(=O)/C=C/c2ccccc2)c1	1	-0.6	-9	9	2	-0.5	-16	-6	2	3
CCN(CC)CCC(=O)N1c2ccccc2Sc2ccc(NC(=O)OC)cc21	5	-2.0	4	3	-11	-0.5	3	-7	-6	5
CC(C)(C)c1ccc(-c2cn(C[C@H](Cc3ccccc3)n3c(=O)c4ccccc4n3Cc3ccccc3)nn2)cc1	8	x	-1	-98	-6	-11	-1	x	2	x
COc1ccccc1NC(=O)c1ccc(N2CC3CC(C2)c2cccc(=O)n2C3)c(NC(=O)c2ccncc2)c1 (stereo not drawn)	3	0.4	-2	2	1	-0.1	8	-2	4	6
COc1ccc(N(CC(=O)Nc2ccc3c(c2)OCO3)S(=O)(=O)c2ccccc2)cc1OC	2	-1.6	-6	3	4	-0.5	4	-2	-6	-2
COc1ccc(NC(=O)CN2C(=O)NC3(CCCC3)C2=O)cc1S(=O)(=O)N1CCCCC1	5	-0.5	-3	-6	2	0.9	-1	2	2	-14
CCCNC(=O)NS(=O)(=O)c1ccc(Cl)cc1	0	-4.0	-1	-7	7	-0.2	-1	2	3	5
CCOC(=O)C1CCCN(c2nc3ccccc3nc2C(C#N)C(=O)OC(C)C)C1 (stereo not drawn)	-1	0.0	4	-60	-1	-3.6	-2	-7	2	-9
CS(=O)(=O)N1CCN(C2Cc3ccccc3C2)CC1	-2	0.9	0	2	2	0.1	3	0	-1	-1
Cc1cccc(CN2CCN(C3CN(Cc4ccccc4)S(=O)(=O)C3)CC2)c1 (stereo not drawn)	-1	x	5	-12	2	-0.6	-4	2	0	-8
O=C(CN1CCC(n2nnc3cc(F)ccc32)CC1)NNC(=O)c1ccccc1	0	-0.5	-5	4	-6	0.0	-1	-1	-5	-8
O=C(COc1nsnc1N1CCOCC1)N/N=C/c1ccccc1O	1	0.8	1	-37	-4	-34	-10	-1	-3	3
Fc1ccccc1Cc1noc(CN2CCCC(CN3CCOCC3)C2)n1 (stereo not drawn)	-4	1.2	-2	2	-1	-0.3	-4	6	4	-6
CCc1c(C)nc2cc(-c3ccc(Cl)cc3)[nH]n2c1=O	1	2.7	0	-15	-5	1.3	-15	-1	3	-10
COc1cc(OC)cc(C(=O)NCCNc2nc3cc(C)cc(C)c3cc2C#N)c1	1	2.2	10	-71	2	-3.2	-3	3	-4	3
Cc1cnc(C(=O)N2CCN(c3ccc(C(F)(F)F)cn3)CC2)cn1	-5	1.1	-1	2	-5	0.5	-2	5	2	-6
CCOC(=O)C(NC(C)=O)(Nc1ccc(S(=O)(=O)Nc2nccs2)cc1)C(F)(F)F (stereo not drawn)	5	-0.5	-14	8	0	0.1	-5	7	0	3
CCc1ccc([C@H]2[C@@H]3C(=O)C[C@@H]4C(=O)N(CC)C(=O)[C@@H]4[C@@H]3CN2S(=O)(=O)c2ccc(C)cc2)cc1	1	x	2	4	-1	-0.5	-29	2	4	2
CC(C)C1Cc2[nH]c(=S)[nH]c(=O)c2C(c2ccc(Cl)cc2)O1 (stereo not drawn)	-2	x	-5	-1	-7	-1.0	20*	8	-9	6
O=C(CCCN1C(=O)c2ccccc2C1=O)NC1CCCCCC1	-2	-0.4	-1	-12	-5	0.4	2	2	-4	7
CCCOc1ccccc1N/C(=N\S(=O)(=O)c1ccc(C)cc1)Nc1nc(C)cc(C)n1	3	0.3	-2	-7	54*	-0.1	2	7	45*	-2
O=C(CSc1nnc2ccccn12)NNC(=O)c1ccc(Br)cc1	0	0.9	-3	-8	-1	0.5	-5	-4	0	9
COC(=O)CCN(C(=O)c1ccc(C)c([N+](=O)[O-])c1)c1ccccn1	-3	1.4	-3	0	1	0.0	-4	0	-2	7
COc1ccc([C@H]2[C@H]3C=CC[C@@H](C)[C@@H]3C(=O)N2Cc2ccccc2)cc1Cl	2	1.3	-8	9	-9	0.5	-3	-5	-7	19
Cc1cccc(NC(=O)CN2C(=O)COc3ccc(Cl)cc32)c1C	5	-3.1	5	-9	-1	0.8	9	-16	0	-7
CSc1nnc(C)c(=O)n1COC(=O)COc1ccccc1C	2	3.0	-9	4	5	0.2	2	7	1	7
Cc1cc(C)n2nc(C(=O)Nc3ccc4c(c3)CCC4)nc2n1	-2	1.8	2	7	-1	-0.6	-3	9	-1	-2
O=C(O)c1ccc2c(=O)n3c(nc2c1)/C(=C/c1ccc(Cl)c([N+](=O)[O-])c1)CC3	1	0.0	-7	-17	1	0.1	-1	-1	-1	3
O=C(Cn1cnc2ccccc21)N/N=C/c1cccc([N+](=O)[O-])c1	8	0.1	3	14	2	-0.2	7	9	3	2
c1ccc(-n2ncc3c(NCCCN4CCOCC4)ncnc32)cc1	-2	4.5	-8	5	-6	-0.4	-5	0	2	-14
CC1CCC(NC(=O)c2cc(S(=O)(=O)N3CCCCC3)ccc2N2CCOCC2)CC1 (stereo not drawn)	0	-0.1	-2	-4	0	-0.2	7	6	-2	0
O=C1CN(C(=O)CSc2nnc(-c3ccccc3)n2Cc2ccc3c(c2)OCO3)c2ccccc2N1	2	-1.8	4	3	-9	0.6	2	-2	-11	-2
Clc1ccccc1N1CCN(Cc2ccco2)CC1	-4	0.7	5	1	-4	-0.1	4	10	4	-1
Cc1cc[n+](CC(=O)c2ccc3c(c2)OCCO3)cc1	-2	2.0	8	-1	2	2.0	0	-1	5	5
CN(C)CCCNc1oc(/C=C/c2ccccc2)nc1C#N	-3	2.6	9	-50	4	1.2	-4	5	8	10
CO/N=C/C=C1/N(C)c2ccccc2C1(C)C	-3	1.7	4	7	-3	0.7	3	-3	3	-4
CCCOC1CCCN(C(=O)c2ccc3oc(C(C)C)nc3c2)C1 (stereo not drawn)	-11	0.2	-5	-7	2	-0.5	-2	-2	2	14
CCn1c(CCNC(=O)c2ccco2)nc2ccccc21	-5	0.0	7	-4	4	-0.1	4	2	0	9
CCOC(=O)c1ccc(Oc2cc(C)nc(SC)n2)cc1	-7	-2.6	-1	2	2	-0.1	3	10	-3	9
CCCCC(CC)C(=O)Oc1ccc(O)c(C(C)(C)C)c1 (stereo not drawn)	-2	2.9	-10	14	4	0.3	-20	4	-7	15
CCOC(=S)SCC(=O)N1CCc2ccccc2C1C1C(=O)CCCC1=O (stereo not drawn)	-1	-0.6	9	0	6	-0.1	3	-15	2	3
Cc1ccc(NC(=O)C2CC(=O)n3ncnc3N2)cc1 (stereo not drawn)	1	1.8	-9	5	1	-0.2	4	4	3	3
CCN1CCN(C2=C(Cl)C(=O)N(Cc3ccccc3)C2=O)CC1	-1	-1.0	0	-3	-5	0.1	-1	5	4	-10
CC(C)(C)NC(=O)C(CCc1ccccc1)n1c(=O)c(-c2cc3ccccc3[nH]2)nc2ccccc21 (stereo not drawn)	15	x	-2	-187	0	-36	-10	3	5	22
CCc1nc2ccc(C(=O)Nc3cccc(OCC(=O)N(C)C)c3)cn2c1N(C)Cc1ccc(N(C)C)cc1	3	-1.9	-8	-1	7	-0.1	8	3	-1	5
C=COC(=O)NC1CCc2cc(OC)c(OC)c(OC)c2-c2ccc(SC)c(=O)cc21 (stereo not drawn)	5	-0.6	9	-10	-7	0.1	-2	-2	-6	8
CC(C)CNC(=S)NC1CCCC1	0	-2.5	-7	-4	7	0.5	18	-4	1	-2
CCOC(=O)CCCN1CC(O)=C(c2nc(-c3ccc(Cl)cc3)cs2)C1=N	5	2.3	3	3	-1	-0.2	0	8	-1	3
COc1ccc(-n2c(C)cc(C(=O)CN3C(=O)c4ccccc4C3=O)c2C)cc1	-2	4.3	-8	4	6	0.2	5	7	4	-10
Cc1ccccc1NC(=O)CCOc1ccccc1	1	3.0	0	2	4	0.2	-5	11	0	-17
C[C@@H]1CN([C@@H](C)CO)C(=O)c2cc(Br)cnc2O[C@H]1CN(C)C(=O)Nc1ccccc1	-1	-1.7	-3	2	-2	-0.5	-4	1	1	-6
O=C(c1cccc(Br)c1)N1CCN(S(=O)(=O)N2CCOCC2)CC1	-4	1.3	-3	-5	7	-0.2	0	2	1	-4
CCC1=C(OC(=O)N(CC)CC)N2C(=O)OC(=NCCOC)[C@]2(Cc2ccccc2)[C@H]2C1=CC[C@H]1C(=O)NC(=O)[C@H]12	-9	0.1	-7	7	0	0.6	-7	-4	-1	3
COc1ccc(S(=O)(=O)Nc2cccc3c2O[C@H](CN(C)CC2CCCCC2)[C@@H](C)CN([C@H](C)CO)C3=O)cc1	-6	0.4	-5	-8	2	0.0	3	16	-4	2

Later entries:
SMILES	rCAG RNA binder	FXN GAA850 act	DDE Tn6 FP inh	ADAM10 inh	NPR2 activator	KLK7 zymogen act	HGIII-sPLA2 inh	ASAP1 GAP inh	NPR1 activator	ARFGAP1 inh
O=C(Nc1ccccc1)N1CCSc2ccccc21	0	2.4	4	0	-4	0.2	5	1	1	0
CCCc1cc(=O)[nH]c(SCc2cccc(C)c2)n1	4	-1.1	8	5	-4	-0.4	-10	-11	-1	3
Cc1cccc(-n2ncc3c(N(C)C4CCCCC4)ncnc32)c1	2	-13	2	-4	-7	-0.2	1	-1	-1	2
Cc1ccc(S(=O)(=O)N2CCOCC2)cc1NC(=O)Cn1ccsc1=N	2	-0.6	0	5	1	-1.2	1	-2	1	-6
N#CCCN(C(=S)NC(=O)c1ccco1)c1ccccc1F	-1	0.7	2	-6	4	-0.6	7	0	1	8
COc1ccc(C2=CC(c3sccc3C)n3nnnc3N2)cc1 (stereo not drawn)	10	3.1	-4	-121	-7	0.9	-10	9	17	-6

Compound activity as filed in PubChem BioAssay.
